Screens deposited in PubChem by several laboratories.
GPR35 arrestin U2OS: GPR35 antagonists blocking zaprinast-driven arrestin recruitment, primary screen, imaging, U2OS, beta-arrestin-GFP, zaprinast agonist (AID 2058) | actives 0.052% (n = 290,000) | U2OS GPR35 beta-arrestin-GFP translocation imaging, zaprinast antagonism; higher % means a stronger effect | inhibition, % at 10 µM, or IC50 in µM where a hit was titrated | G-protein coupled receptor 35 (Homo sapiens);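 active means inhibition of at least 50% with at least 30 cells and total cytoplasm GFP at most 10,000,000; inconclusive means under 30 cells or total GFP of 10,000,000 plus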
HIV fusion peptide: inhibitors of HIV fusion peptide binding, primary screen, biochemical, uHTS, fluorescence dequenching (AID 1986); cell-free peptide binding, fluorescence dequenching, 30 min; higher % means a stronger effect; one-dose inhibition, % at 20 µM; IC50 in µM for titrated hits; actives 0.3% (n = 290,000); in the data active means inhibition mostly above about 52%, no sharp cut-off; inactive means mostly below about 76%; further: some results filed as inactive read as strong as hits
GPR55 antagonists: GPR55 antagonists blocking LPI-driven arrestin recruitment, primary screen, imaging, U2OS, beta-arrestin-GFP, LPI agonist (AID 2013); actives 0.13% (n = 290,000); G-protein coupled receptor 55 (Homo sapiens); U2OS GPR55 beta-arrestin-GFP translocation imaging, LPI antagonism; higher % means a stronger effect; inhibition, % at 10 µM; hits with a dose series show IC50 in µM;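 active means spots per cell inhibited over 60%, with over 100 cells counted and total cytoplasm intensity under 500,000; inconclusive means wells with under 100 cells, flagged as likely toxic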;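 further: U2OS cells stably carrying GPR55 and arrestin-GFP stimulated by 5 µM LPI near EC80; imaged beta-arrestin-GFP aggregate spots per cell after agonist stimulation; plate controls were LPI-stimulated DMSO wells for no effect and DMSO wells without LPI for full effect; some results filed as inactive read as strong as hits; confirmed hits need IC50 under 10 µM and bright autofluorescent wells are also inconclusive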
K1F lysis inhibition: inhibition of K1F phage lysis, E. coli UTI89, bacterial capsule biogenesis inhibitors, alamar blue (AID 488966). E. coli UTI89 K1F phage lysis, alamar blue, 2 h; higher % means a stronger effect. inhibition, % at 100 µM, or IC50 in µM where a hit was titrated. actives 0.02% (n = 340,000);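 active means phage lysis inhibition, versus mean bacterial control, above a set limit; inconclusive means no clear call, values can overlap the other calls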;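 further: capsule biogenesis inhibitors block K1F phage lysis so surviving cells raise fluorescence; higher fluorescence means more inhibition of phage lysis; actives were called in the ten point dose series up to 300 µM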
GPR55 beta-arrestin: GPR55 agonists via beta-arrestin recruitment, primary screen, imaging, U2OS cells, beta-arrestin-GFP redistribution (AID 1961); G-protein coupled receptor 55 (Homo sapiens); U2OS GPR55 beta-arrestin-GFP redistribution imaging; higher % means a stronger effect; activation, % at 10 µM, or EC50 in µM where a hit was titrated; actives 0.048% (n = 290,000);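 active means activation above 40% with more than 50 cells counted in the well; inconclusive means wells holding fewer than 50 cells, flagged as toxic or sparse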;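 further: U2OS osteosarcoma cells stably expressing GPR55 and beta-arrestin-GFP; plate controls were DMSO negative control for no effect and LPI positive control for full effect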
AID2073: inhibitors of Mint1-CaV2.2 protein interaction, biochemical, HTRF (AID 2073) | one-dose inhibition, % at 20 µM; IC50 in µM for titrated hits | actives 0.19% (n = 290,000) | HTRF protein-protein interaction, Mint1-CaV2.2; higher % means a stronger effect | Voltage-dependent N-type calcium channel subunit alpha-1B (Homo sapiens); in the data active means inhibition mostly above about 51%, no sharp cut-off; inconclusive means no clear call, values can overlap the other calls; inactive means mostly below about 53%; further: some results filed as inactive read as strong as hits
SIAH1 antagonists: Siah-1 peptide-binding antagonists, primary screen, biochemical, fluorescence polarization, rhodamine-plectin, uHTS (AID 1817) | one-dose displacement, % at 20 µM; IC50 in µM for titrated hits | actives 0.02% (n = 290,000) | Siah-1 / rhodamine-plectin peptide fluorescence polarization; higher % means a stronger effect | E3 ubiquitin-protein ligase SIAH1 (Homo sapiens);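 active means displacement of at least 50% at 20 µM, with a fluorescence ratio check between 0.3 and a set limit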;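 further: plate controls were Siah plus tracer with DMSO for no effect and tracer alone without Siah for full effect; strong numbers were not always called active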
NTR1 ag: agonists of NTR1, primary screen, imaging, U2OS cells, beta-arrestin-GFP, high content (AID 493036). activation, % at 20 µM. NTR1-U2OS beta-arrestin-GFP spot imaging, agonist mode. actives 0.17% (n = 330,000). Neurotensin receptor type 1 (Homo sapiens), P30989;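 active means activation at or above 40% of the spot to cytoplasm intensity ratio, with at least 20 cells analyzed; inconclusive means wells under 20 cells, flagged as cytotoxic or low count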;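 further: 0% = DMSO without peptide and 100% = 100 nM NTR1 peptide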
Target sequence (P30989 whole entry, looked up): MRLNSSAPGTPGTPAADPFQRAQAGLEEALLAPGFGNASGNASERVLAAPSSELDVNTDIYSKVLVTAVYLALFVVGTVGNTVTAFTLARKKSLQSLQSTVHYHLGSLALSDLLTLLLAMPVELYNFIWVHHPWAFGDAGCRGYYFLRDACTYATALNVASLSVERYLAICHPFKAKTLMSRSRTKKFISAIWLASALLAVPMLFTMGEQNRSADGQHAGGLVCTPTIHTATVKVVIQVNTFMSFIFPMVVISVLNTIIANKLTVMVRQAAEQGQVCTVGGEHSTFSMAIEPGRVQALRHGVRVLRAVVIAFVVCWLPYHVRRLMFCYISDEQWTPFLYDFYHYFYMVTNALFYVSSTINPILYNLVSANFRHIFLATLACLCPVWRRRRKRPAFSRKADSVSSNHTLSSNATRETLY
NS5 inhibitors: Dengue-2 NS5 methyltransferase inhibitors, primary screen, biochemical, confirmation dose response (AID 588689); Genome polyprotein (Dengue virus type 2 (strain 16681-PDK53)); Dengue-2 NS5 methyltransferase capping enzyme assay, biochemical; higher % means a stronger effect; inhibition, % at 25 µM; hits with a dose series show IC50 in µM; actives 0.3% (n = 340,000); in the data active means a potency from the dose series; inconclusive means inhibition above about 29% without an active follow-up result
NTR1 ag cell count 20 µM: second read-out of NTR1 ag, no call of its own (marks repeat the call); cell count; measured here: cell count, cytotoxicity flag
NS5 inhibitors pilot replicate: recorded beside NS5 inhibitors, whose call it bears; inhibition, %; measured here: pilot screen replicate inhibition
* marks the source's active call; other numbers are inactive results; ? = inconclusive; . = no result given; [ ] = remark or other dose.

SMILES | GPR35 arrestin U2OS | HIV fusion peptide | GPR55 antagonists | K1F lysis inhibition | GPR55 beta-arrestin | AID2073 | SIAH1 antagonists | NTR1 ag | NTR1 ag cell count 20 µM | NS5 inhibitors | others
O=C(COC(=O)c1ccc([N+](=O)[O-])o1)NC1CCS(=O)(=O)C1 (configuration not stated) | 8% | 11% | 3% | -15% | ? | -1% | 0% | -0.7 | 59 | -7%
O=C(OCC(=O)c1c[nH]c2ccccc12)c1cc2ccccc2cc1O | 1% | 19% | 0% | 0.1% | -0.1% | 27% | -4% | 9.8 | 40 | -2%
CC(=O)Nc1ccc2nc(CN3CCN(CC(C)C)C(CCO)C3)ccc2c1 (configuration not stated) | -2% | 2.9% | 12% | 0.1% | 0.4% | 27% | 0% | 1.1 | 55 | -2%
CSCC[C@H](NC(=O)[C@H](Cc1ccccc1)n1c(=O)[nH]c2ccccc2c1=O)C(=O)NCC1CCC(C(=O)O)CC1 (some centres not stated) | 7% | 1.1% | 1% | -3.1% | -0.1% | 9% | 1% | 1.2 | 89 | -4%
c1cn(CCCNc2ncnc3nc[nH]c23)cn1 | -17% | -1.9% | 17% | 0.0% | -0.1% | 5% | 0% | 0.4 | 37 | -3%
COc1ccc(-c2cc(=O)oc3cc(OC(C)C(=O)NCCCn4ccnc4)ccc23)cc1 (configuration not stated) | -6% | -1.3% | -1% | 11% | 0.5% | 11% | 3% | -2.9 | 105 | 4%
O=S(=O)(NCc1ccccc1Cl)c1ccc(-n2cccn2)cc1 | 7% | -0.6% | 4% | 0.4% | 0.0% | 4% | 2% | -1.2 | 51 | -6%
Cc1ccc(S(=O)(=O)N(CC(=O)Nc2cccc([N+](=O)[O-])c2)Cc2ccc(Cl)cc2)cc1 | -7% | 0.6% | 11% | 0.1% | 0.2% | 8% | 5% | 2.1 | 84 | -12%
NC(=O)C1CCN(c2cc(Cl)ccc2[N+](=O)[O-])CC1 | 18% | -1.2% | 1% | -1.5% | -0.1% | 7% | -3% | -0.4 | 52 | -2%
C[C@@H]1NC(=O)N(CCCn2ccnc2)C1=O | -6% | -0.7% | 6% | 0.1% | 0.7% | 7% | 5% | 1.2 | 85 | -3%
Cc1ccc(Nc2nnc(SCC(=O)Nc3ccccc3[N+](=O)[O-])s2)cc1 | -7% | -1.4% | 5% | 2.3%[50 µM] | -0.3% | -6% | 1% | 4.8 | 75 | -5%
O=C(Nc1cc([N+](=O)[O-])ccc1Cl)c1cccnc1 | 11% | -1.0% | 6% | -0.1% | 2.3% | 11% | 1% | 1.0 | 72 | -3%
c1ccc(Nc2nc(-c3cccs3)cs2)nc1 | -11% | -1.3% | -5% | 0.3% | 0.3% | -14% | 4% | 2.8 | 62 | 2%
O=C(NC1CCS(=O)(=O)C1)OC1CCCCC1 (configuration not stated) | -7% | 1.0% | 9% | 0.1% | -0.3% | -4% | 8% | -0.1 | 44 | 2%
Cc1cccc(NC(=O)Cn2cnc3ccccc3c2=O)c1C | 4% | -1.0% | -14% | 0.1% | -0.2% | 4% | -2% | 1.4 | 54 | 1%
CCn1ccnc1CNC(=O)c1ccc(OC2CCN(C(=O)COC)CC2)cc1 | -9% | 0.4% | -15% | 0.2% | -0.1% | 4% | -6% | -0.5 | 52 | 0%
CCOC(=O)CC(c1ccc([N+](=O)[O-])cc1)n1c(C)ccc1C (configuration not stated) | 4% | 2.2% | 4% | -0.1% | -0.2% | 9% | 15% | 1.9 | 64 | -5%
O=C(NCC1CCCO1)c1ccc(Cl)c(F)c1F (configuration not stated) | -14% | 0.5% | 6% | -0.1% | -0.1% | 12% | 0% | 0.8 | 68 | 1%
C/C(=C\C(=O)c1ccccc1)Nc1ccc(N2CCOCC2)cc1 | 7% | -1.7% | 5% | 0.5% | 0.5% | 0% | 2% | 3.0 | 82 | -1% | NS5 inhibitors pilot replicate=-1.5
CC(C)C(c1nnnn1Cc1ccco1)N1CCC(C(N)=O)CC1 (configuration not stated) | -11% | 19% | 10% | 0.2% | 0.1% | 27% | 9% | 0.2 | 67 | -3%
CCCc1cc(-c2n[nH]c(C)c2-c2ccc(C(=O)OCC)o2)c(O)cc1O | 2% | 1.6% | 11% | -7.6% | -0.1% | 17% | -5% | 5.6 | 65 | 2%
COC(=O)Cc1c(C)nc2nc(-c3ccc(OC)cc3)[nH]n2c1=O | 10% | 0.2% | -4% | 0.7% | -0.1% | 1% | -8% | -0.2 | 83 | -8% | NS5 inhibitors pilot replicate=-2.0
Cc1ccccc1NC(=O)NC(C)(C)CC(C)(C)C | 6% | -0.2% | 0% | 0.0% | 0.0% | 4% | -2% | 2.4 | 51 | 5%
O=C1C2C3C=CC(C3)C2C(=O)N1c1cccc2cccnc12 (configuration not stated) | 3% | 0.0% | -11% | 0.1% | 0.5% | 0% | 1% | 1.0 | 55 | -9%
CC(Oc1ccc(F)cc1)C(=O)NN (configuration not stated) | 5% | -2.3% | 4% | 1.2% | 0.2% | 8% | 4% | 0.1 | 61 | 7%
O=C(NCc1ccc2c(c1)OCO2)c1cccc([N+](=O)[O-])c1 | -10% | -1.3% | 9% | 0.1% | -0.4% | 3% | 18% | -0.5 | 43 | 0%
CS(=O)(=O)N(CCc1ccccc1)CC(=O)N1CCc2ccccc2C1 | 0% | -1.8% | 2% | 4.2% | 0.2% | 14% | -4% | -3.5 | 92 | -9%
CC(=O)Nc1ccc(-c2nc3c(C)cccc3[nH]2)cc1 | 12% | -1.2% | 0% | 0.7% | -0.1% | 2% | 1% | -1.3 | 79 | 2%
CN1C(=O)/C(=C/c2ccc(C(F)(F)F)cc2)Sc2ccc(C(=O)N3CCN(c4ccccn4)CC3)cc21 | 8% | 3.3% | 8% | -0.2% | 0.0% | 19% | 0% | 2.8 | 75 | -6%
CCn1cc(C(=O)N2CCOCC2)c(=O)c2cc(S(=O)(=O)N(C)C3CCCCC3)ccc21 | -3% | 0.6% | -7% | -0.7% | -0.1% | 3% | -3% | 0.5 | 49 | -4%
Cc1noc(COc2ccccc2OCc2onc(C)c2Cl)c1Cl | -12% | 2.7% | 4% | 0.3% | -0.2% | 8% | 1% | -0.3 | 88 | -5%
O=C1c2ccccc2C(=O)N1CCc1csc(NNc2nc(CCN3C(=O)c4ccccc4C3=O)cs2)n1 | -7% | 13% | 11% | -0.6% | -0.5% | 69% | 101% | 2.2 | 38 | -11%
CCC(c1nnnn1CCC(C)C)N1CCC(C(N)=O)CC1 (configuration not stated) | 0% | 2.0% | 6% | 2.6% | -0.2% | 3% | -4% | -4.0 | 98 | 1%
O=C(O)c1ccc(/C=N/N2CCN(Cc3ccccc3)CC2)cc1 | 21% | -0.1% | 1% | 0.2% | 0.2% | -24% | 0% | 2.6 | 52 | 1%
CCOc1ccc(CN2CCN(Cc3[nH]c4ccc(OC)cc4c3C)CC2CCO)cc1 (configuration not stated) | -5% | 0.9% | 14% | -0.6% | -0.1% | -5% | 13% | 0.1 | 26 | -17%
CCCc1[nH]nc2c1C(c1ccc(OC)c(Cn3nc(C)c(Br)c3C)c1)C(C#N)=C(N)O2 (configuration not stated) | -7% | 3.7% | 4% | 0.5% | -0.4% | 32% | 0% | 2.6 | 88 | -4%
COc1ccc(S(=O)(=O)N2CCCCC2)cc1NC(=O)CN1CCN(C(C)=O)CC1 | 6% | -0.1% | 4% | -2.1% | 0.5% | -2% | -5% | 1.0 | 72 | 1%
Cc1cc(C(=O)NCC(=O)OCC(=O)N(C(C)C)C(C)C)ccc1[N+](=O)[O-] | -15% | -1.0% | -2% | 2.3%[50 µM] | 0.3% | 5% | 11% | 3.6 | 69 | -4%
CCN1C(=O)[C@H]2[C@@H](c3ccc(Cl)cc3)N3C(=O)CN(CC4CC4)C(=O)[C@@]3(Cc3ccccc3)[C@H]2C1=O | 3% | -0.1% | 2% | 0.4% | -0.2% | 10% | -3% | -0.2 | 114 | -3%
CCN(CC)CC#CCC(OC)(c1ccccc1)c1ccccc1 | -6% | 1.1% | 22% | 0.9% | -0.1% | -8% | 5% | 0.8 | 53 | -3%
O=C(CS(=O)(=O)c1cn(Cc2cccc(F)c2)c2ccccc12)N1CCCCC1 | -13% | 0.4% | 4% | 0.4% | -0.2% | -6% | -7% | -2.3 | 80 | 2%
COCCN=c1scc(-c2cccs2)n1/N=C/c1ccc(O)c(O)c1O | 14% | 14% | 2% | 1.4% | -0.2% | 45% | 3% | 3.0 | 92 | >100µM*
O=S(=O)(Nc1nc2ccccc2nc1N1CCN(c2ccccn2)CC1)c1ccc(Cl)cc1 | -8% | 42% | -2% | -0.1% | 0.7% | 14% | 2% | . | . | 9%
COc1cccc(-c2nc(CS(=O)(=O)CC(=O)NC3CCCCCC3)c(C)o2)c1 | -17% | -2.4% | 4% | 0.1% | -0.2% | 3% | -3% | 6.2 | 61 | 0%
COc1ccc(C2C(C(=O)/C=C/c3ccco3)=C(O)C(=O)N2CCN2CCOCC2)cc1OC (configuration not stated) | -18% | 32% | 10% | 0.3% | -0.3% | 31% | 0% | 2.8 | 60 | -2%
CCC(C)(C)n1nnnc1C(c1cc2cc(OC)c(OC)cc2[nH]c1=O)N1CCc2ccccc21 (configuration not stated) | 8% | -0.5% | 3% | -0.9% | -0.3% | 0% | -1% | 1.8 | 52 | -1%
Cc1ccc(/C=C2\C(=O)ON=C2c2ccccc2)o1 | 12% | -1.8% | 11% | . | 0.3% | 26% | 4% | 1.0 | 49 | .
CCCOc1ccc(-c2c(C(=O)N/N=C(\C)c3cccnc3)nnn2-c2nonc2N)cc1 | 9% | -0.7% | -26% | 0.6% | 0.0% | 23% | -2% | 0.3 | 63 | 2%
O=[N+]([O-])c1ccccc1CNC1CCCCCC1 | 15% | 1.0% | 13% | -0.5% | 0.8% | -14% | 2% | 0.8 | 46 | -2%
